Screens deposited in PubChem by National Center for Advancing Translational Sciences (NCATS).
MLL CXXC-DNA inh: MLL CXXC-DNA interaction inhibition. Potency, µM (titrated, usually from 115 µM), for inactives: at the highest dose activity change, negative = inhibition, actives largely listed as inhibitors. MLL-CXXC / FITC-HOXA9 DNA fluorescence polarization. AID 2662. 0.037% of 290,000 active. Q03164; active means well fitted inhibition curve with a large enough effect in the polarisation, with a control signal flat, not every such curve was filed as active; inconclusive means small, poorly fitted or top-dose-only effect, or effect the other way, or a change in a side signal; inactive means no such curve, though single readings can be large or run the other way; the % refers to the polarisation; further: potency means the concentration at half of the fitted maximal effect
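Fluorescence polarization: 7 uM MLL-CXXC (stock) preincubated 5 min with compounds, then 50 nM fluorescein-HOX-A9 DNA (stock) added; 30 min ambient. Buffer 50 mM Tris-HCl pH 7.5, 50 mM NaCl, 1 mM DTT, 0.05% BSA.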
BCR signal inh: chronic active BCR signaling inhibition. ABC-DLBCL IkBa-CBG/CBR reporter, luminescence ratio, 4 h. Potency, µM (highest dose often 46.1 µM), without a hit: top-dose ratio change, negative = lower green/red ratio, actives largely listed as inhibitors. AID 493014. 0.05% of 340,000 active; active means well fitted inhibition curve with a large enough effect in the signal ratio, with a control signal flat, not every such curve was filed as active; inconclusive means small, poorly fitted or top-dose-only effect, or effect the other way, or a change in a side signal; the % refers to the signal ratio;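 further: potency means the concentration at half of the fitted maximal effect; plate controls were basal doxycycline-induced cells for no effect and cells given 10 µM MG132 for full effect; MG132 reads +100%, hits lower the ratio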
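Doxycycline induced both beetle luciferases in TMD8 lymphoma cells; IKK-driven degradation limits the IkappaBalpha-fused green signal, while red luminescence normalises for cell number and nonspecific effects. Compounds tested up to 46 uM, 4 hrs.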
KCNH2 WT inh: KCNH2 (human, wildtype) channel inhibition; U2OS, BacMam KCNH2, thallium flux FluxOr; hits give low values; activity change, % at 1.84 µM; 0.37% of 340,000 active; AID 720551;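 active means maximum activity change below -70%; inconclusive means maximum activity change between -70% and -50%; inactive means maximum activity change above -50%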; further: on the % scale 0 is the no-effect control and ±100 the full control effect
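U2OS cells were transduced with wild-type KCNH2 virus (2.03 x 10^8 / mL) for 4 h at room temperature, then cultured overnight at 37 C. Thallium flux was read with FluxOr dye. Rate constants were normalized to DMSO controls.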
GALK inh: blocks human galactokinase activity; Purified GALK, Kinase-Glo residual ATP luminescence; Potency, µM (titrated, usually from 57.5 µM), for the others: at the top dose activity change, negative = inhibition, usual class: inhibitors; 0.007% of 270,000 active; P51570; further: potency means the concentration at half of the fitted maximal effect; on the % scale 0 is the no-effect control and ±100 the full control effect
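Human GALK (5 nM) with 35 uM ATP and 100 uM galactose in 20 mM HEPES pH 8.0, 5 mM MgCl2, 60 mM NaCl, 1 mM DTT, 0.01% BSA. After 1 h at room temperature, leftover ATP was read by Kinase-Glo Plus luminescence.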
A-T KAP1 phos: candidate therapy for ataxia-telangiectasia; […] A-T fibroblasts, KAP-1 phosphorylation AlphaLISA; neocarzinostatin DNA damage 30 min before lysis; Potency, µM (doses to about 57.5 µM), for inactives: at the top dose activation, most hits filed as activators; 0.19% of 320,000 active; AID 485349; further: potency means the concentration at half of the fitted maximal effect; % of control where 0% means no effect; nearly all actives have a fitted effect of over 45% in size
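ATM-like activity read as KAP-1 phosphorylation via AlphaLISA donor/acceptor antibody pairs after lysis and 6 hr at 25C. Cells were ATM-null patient fibroblasts ([…], hTERT), dosed 60 min, then exposed to the DSB inducer NCS for 30 min.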
Coupling enz: coupling enzyme interference in Giardia aldolase counter-screen. 0.67% of 290,000 active. AID 2472. activity change, negative = inhibition, % at 58.2 µM, hits read low. coupling enzyme system counterscreen, AmpLite Red fluorescence; in the data active means activity change below about -30%; further: on the % scale 0 is the no-effect control and ±100 the full control effect
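Fluorescence at 525 nm excitation and 598 nm emission measured inhibition of the coupled detection system without aldolase. Compounds (at 57.5 uM final) were preincubated 10 min at room temperature with coupling enzyme reagent before a 20 min substrate/AmpLite Red step.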
TCR act: activators of T cell receptors; AID 504894; primary human leukocytes, anti-CD3, IL-2 HTRF, 48 h; 330,000 tested, under 10 active; Potency, µM (series often up to 9.22 µM), inactives show at the top dose activation of IL-2 secretion, usual class: activators; further: % of control where 0% means no effect
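Compounds are tested in HTS on primary human leukocytes co-incubated with a-CD3 beads for 48 hr. IL-2 output is measured by time-resolved FRET.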
Tb PFK inh: inhibitors of T. brucei phosphofructokinase | O15648 | T. brucei PFK, ADP-Glo luminescence | Potency, µM (highest dose often 57.5 µM), without a hit: at the top dose activity, negative = inhibition, most hits filed as inhibitors | 0.17% of 330,000 active;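 further: potency means the concentration at half of the fitted maximal effect; 0% = uninhibited 1x PFK enzyme wells and -100% = no-enzyme wells; nearly all actives have a fitted effect of over 60% in size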
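Activity is normalized to no-enzyme wells (full inhibition) and 1.25 nM enzyme wells (no inhibition). Reaction: 0.5 mM F6P, 0.1 mM ATP, 45 min RT, ADP-Glo luminescence; concentration-response curves fitted and classed by quality.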
Giardia killer: kills Giardia lamblia; Giardia lamblia trophozoite viability; 0.15% of 340,000 active; activity change, % at 7.66 µM, hits read low; in the data active means activity change below about -80%; inconclusive means between about -30% and that limit;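 further: parasites exposed to compound for two days anaerobically before the ATP read; on the % scale 0 is the no-effect control and ±100 the full control effect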
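Luminescence from cellular ATP indicates surviving trophozoites (100 cells/well) following 48 hrs anaerobic compound treatment at 37 deg C; signal develops 15-30 min at room temperature.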
TSHR antag: human thyrotropin receptor antagonism | activity change, negative = inhibition, % at 11.5 µM | AID 504810 | 0.2% of 330,000 active | TSHR-expressing cells, TSH-stimulated cAMP HTRF, 2 h; hits give low values | P16473;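 active means activity change below a set negative limit, meaning inhibition stronger than a set level, cut at about -70% in these data; inconclusive means activity change between two set negative limits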; further: on the % scale 0 is the no-effect control and ±100 the full control effect
Target sequence (P16473 whole entry, looked up): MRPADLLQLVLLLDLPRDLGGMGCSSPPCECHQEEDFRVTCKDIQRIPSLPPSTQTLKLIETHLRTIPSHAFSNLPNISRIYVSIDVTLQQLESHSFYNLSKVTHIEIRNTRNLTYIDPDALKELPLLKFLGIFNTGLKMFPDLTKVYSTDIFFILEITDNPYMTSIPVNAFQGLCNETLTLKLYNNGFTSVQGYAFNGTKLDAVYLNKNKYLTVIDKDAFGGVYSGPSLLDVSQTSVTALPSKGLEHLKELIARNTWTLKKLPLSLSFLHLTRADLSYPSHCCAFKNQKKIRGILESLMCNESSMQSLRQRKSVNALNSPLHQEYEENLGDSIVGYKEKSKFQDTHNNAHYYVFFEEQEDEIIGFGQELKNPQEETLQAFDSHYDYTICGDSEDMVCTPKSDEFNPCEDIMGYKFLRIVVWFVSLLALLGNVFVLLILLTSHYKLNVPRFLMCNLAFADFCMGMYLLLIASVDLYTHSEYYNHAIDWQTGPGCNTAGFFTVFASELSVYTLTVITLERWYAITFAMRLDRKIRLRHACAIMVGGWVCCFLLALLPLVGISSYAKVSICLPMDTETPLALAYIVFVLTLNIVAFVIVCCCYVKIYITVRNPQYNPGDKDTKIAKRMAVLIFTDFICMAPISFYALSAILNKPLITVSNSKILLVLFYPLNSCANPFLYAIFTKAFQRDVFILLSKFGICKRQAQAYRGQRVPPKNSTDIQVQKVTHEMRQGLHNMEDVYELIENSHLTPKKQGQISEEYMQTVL
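Inhibition of cAMP made by TSHR-expressing cells under TSH stimulation (4nM final, EC80; 2 h, 37 deg C) is quantified with a one-step lysis HTRF kit, anti-cAMP cryptate versus cAMP-d2.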
Starred values were filed as active, the others as inactive; i = inactive; u = inconclusive; x = no result given; & = joins results of further samples; [ ] = another dose, or the depositor's remark. Unless noted, the call rests on the fitted dose curve; in most records, active means well fitted curve in the direction sought with a large enough effect; inconclusive means small, poorly fitted or top-dose-only effect, or another doubt; inactive means no such curve, though single readings can be large; an effect the other way counts as inactive or inconclusive.

Short keys: A = MLL CXXC-DNA inh; B = BCR signal inh; C = KCNH2 WT inh; D = GALK inh; E = A-T KAP1 phos; F = Coupling enz; G = TCR act; H = Tb PFK inh; I = Giardia killer; J = TSHR antag
C=C(C)C(=O)OC1(C(F)(F)F)Oc2cc(C)ccc2NC1=O (stereo not drawn)
  A: 130%[activator] | B: u | C: 8 | D: 2% | E: 27% | F: 1 | G: -8% | H: -2% | I: 5 | J: -20

COC(=O)CC(NC(=O)C1CC1)c1ccc2c(c1)OCO2 (stereo not drawn)
  A: 14% | B: -4% | C: -7 | D: 0% | E: -4% | F: 3 | G: -1% | H: -1% | I: -9 | J: 29

Cc1ccccc1NS(=O)(=O)c1cc(C(=O)N2CCc3ccccc3C2)ccc1C
  A: -9% | B: -1% | C: -1 | D: -1% | E: 2% | F: 0 | G: -1% | H: -8% | I: 7 | J: -4

CCc1c(O)nc(SCc2nc3ccccc3c(=O)[nH]2)[nH]c1=O
  A: -1% | B: 1% | C: 3 | D: -2% | E: 3% | F: 3 | G: 2% | H: -1% | I: 14 | J: 1

COC(=O)c1sc(=S)n(-c2ccccc2OC)c1N
  A: -4% | B: 1% | C: 0 | D: -3% | E: 25% | F: 3 | G: 2% | H: -2% | I: -2 | J: u

COc1ccc2[nH]c(C)c(CCNC(=S)Nc3ccccc3C)c2c1
  A: -2% | B: 4% | C: 11 | D: x | E: -1% | F: -3 | G: -3% | H: -1% | I: -1 | J: -8

COc1nc(-c2ccc(Cl)cc2)nnc1C
  A: -7% | B: -2% | C: i | D: 0% | E: 8% | F: -9 | G: -1% | H: -2% | I: -23 | J: 2

O=C(/C=C/c1ccco1)NC(=S)Nc1ccc(N2CCOCC2)c(Cl)c1
  A: 1% | B: -17% | C: 4 | D: x | E: -7% | F: 2 | G: -1% | H: -3% | I: -16 | J: -9

CC(Nc1ccccc1)C(=O)Nc1ccc(F)cc1 (stereo not drawn)
  A: 1% | B: u | C: 1 | D: 0% | E: 2% | F: 3 | G: -5% | H: -3% | I: -7 | J: -4

COc1ccc(C(=O)NC2CCCc3ccccc32)cc1S(=O)(=O)N1CCOCC1 (stereo not drawn)
  A: -4% | B: -6% | C: 7 | D: -7% | E: 5% | F: 2 | G: -12% | H: -1% | I: 3 | J: -3

Three compounds out of the list above, arranged by the number in TCR act, rising:
Molecule	MLL CXXC-DNA inh	GALK inh	TCR act	TSHR antag
COc1ccc(C(=O)NC2CCCc3ccccc32)cc1S(=O)(=O)N1CCOCC1 (stereo not drawn)	-4%	-7%	-12%	-3
Cc1ccccc1NS(=O)(=O)c1cc(C(=O)N2CCc3ccccc3C2)ccc1C	-9%	-1%	-1%	-4
COC(=O)c1sc(=S)n(-c2ccccc2OC)c1N	-4%	-3%	2%	u

Next entries:
Short keys: A = MLL CXXC-DNA inh; B = BCR signal inh; C = KCNH2 WT inh; D = GALK inh; E = A-T KAP1 phos; F = Coupling enz; G = TCR act; H = Tb PFK inh; I = Giardia killer; J = TSHR antag
O=C(COc1ccc(Cl)cc1)N1CCN(Cc2ccc3c(c2)OCO3)CC1
  A: -3%&-10% | B: -13%&1% | C: 52&14 | D: 6% | E: 15%&2% | F: 1&-4&1 | G: -5%&0% | H: 1%&-25% | I: -7&1&1 | J: -13&11

COC(=O)c1ccc(/C=C/c2ccc3cccc(OC)c3n2)cc1
  A: u | B: u | C: 12 | D: -5% | E: 0% | F: -14 | G: -3%[46.1 µM] | H: 8% | I: -14 | J: -14

COc1cccc(NC(=O)c2cccnc2)c1
  A: 1% | B: -1% | C: -9 | D: -3% | E: -7% | F: -1 | G: 2% | H: -1% | I: 9 | J: 5

Cc1cc(/C=C(\C#N)C(=O)NCc2ccccc2)cc(C)c1O
  A: 7% | B: -1% | C: -9 | D: 0% | E: 6% | F: 1 | G: -6% | H: 2% | I: 32[activator] | J: -10

COc1ccc(OC)c(NC(=O)C(C)SCc2nc3sc(C)c(C)c3c(=O)[nH]2)c1 (stereo not drawn)
  A: x | B: -1% | C: 0 | D: x | E: -10% | F: x | G: -5% | H: -2% | I: -7 | J: 20

CCC(C)(C)c1ccc(OCCCC[n+]2cccc(C)c2C)c(C(C)(C)CC)c1
  A: 2% | B: u | C: -9 | D: -2% | E: 10% | F: 0 | G: -3% | H: -3% | I: -19 | J: -6

C#CCOCCOCCOCCNc1nc(N2CCN(C(=O)C([C@@H](C)O)n3cc([C@@H](N)CCCCN)nn3)CC2)nc(N2CCN(C(=O)[C@H](CO)n3cc([C@@H](N)C(C)C)nn3)CC2)n1 (stereo partly drawn)
  A: x | B: 0% | C: -4 | D: x | E: 5% | F: x | G: -7% | H: 4% | I: 0 | J: 0

O=C(COC(=O)/C=C/c1ccccc1)Nc1ccc(Cl)cn1
  A: x | B: 5% | C: -5 | D: x | E: 2% | F: x | G: 3% | H: 6% | I: 16 | J: 14

COc1ccc2c(c1)c(=O)oc1cc(OCC(=O)N3CCCC(C)C3)ccc12 (stereo not drawn)
  A: 2% | B: 0% | C: 0 | D: 0% | E: 0% | F: 2 | G: 5% | H: -16% | I: 18 | J: -19

Cc1ccc(C)c(OCC(=O)Nc2c[nH]c(=O)[nH]c2=O)c1
  A: 3% | B: 2% | C: 4 | D: 0% | E: 16% | F: 5 | G: 2%[46.1 µM] | H: 4% | I: 14 | J: 4

Cc1cc(C(F)F)n2ncc(C(=O)NCc3ccccc3)c2n1
  A: 1% | B: -10% | C: -7 | D: -1% | E: -6% | F: 5 | G: 10% | H: 1% | I: 2 | J: 11

CC1(C)C([N+](=O)[O-])C(c2ccc(Cl)cc2)NC(c2ccc(Cl)cc2)C1[N+](=O)[O-] (stereo not drawn)
  A: 10% | B: u | C: -4 | D: 3% | E: 4% | F: -2 | G: 1%[46.1 µM] | H: -1% | I: -9 | J: 4

COc1ccccc1CNC(=O)CCn1c(=O)sc2ccccc21
  A: -2% | B: -8% | C: 8 | D: -2% | E: 2% | F: -4 | G: 3%[46.1 µM] | H: 0% | I: -5 | J: -5

c1ccc(OCCOCCN2CCOCC2)cc1
  A: -1% | B: 14% | C: -16 | D: 1% | E: 5% | F: 2 | G: 0% | H: -6% | I: 6 | J: 1

C=CCn1c(C(CC(C)C)CC(C)O)n[nH]c1=S (stereo not drawn)
  A: -5% | B: 2% | C: 2 | D: 1% | E: -3% | F: 2 | G: -2%[46.1 µM] | H: 0% | I: -4 | J: 3

Nc1nnc(CC(=O)N/N=C/c2ccc(-c3cccc(C(=O)O)c3)o2)s1
  A: -6% | B: -16% | C: 2 | D: x | E: 9% | F: 0 | G: -1% | H: 4% | I: -1 | J: -4

CCOC(=O)c1cccc(NC(=O)CSc2nnc(-c3cccnc3)n2CC)c1
  A: 3% | B: 5% | C: -1 | D: -5% | E: -4% | F: -19 | G: -1% | H: 0% | I: 0 | J: 3

Cc1cccc(N2CCN(C(C)C(=O)N3CCc4ccccc43)CC2)c1C (stereo not drawn)
  A: 9% | B: -4% | C: 23 | D: 14% | E: u | F: 1 | G: -11% | H: 1% | I: -2 | J: 4

CC(C)C(C(=O)NC(C)(C)C)N1C(=O)c2ccccc2C1=O (stereo not drawn)
  A: -6% | B: -3% | C: -7 | D: -7% | E: -5% | F: 10 | G: 2% | H: 2% | I: 7 | J: -3

N=C(N)SCc1cn(-c2ccccc2)nc1-c1ccc(Br)cc1
  A: 24% | B: u | C: 28 | D: -1% | E: -2% | F: 0 | G: 3% | H: -1% | I: 7 | J: -8

O=C(CCn1c(=O)c2ccccc2n(Cc2cc(=O)n3ccccc3n2)c1=O)NCc1ccco1
  A: 3% | B: 6% | C: 8 | D: x | E: -6% | F: 1 | G: 6% | H: -4% | I: -9 | J: -4

CSc1c(CC(=O)Nc2ccccc2Cl)n(Cc2ccccc2)c2ccccc12
  A: 19% | B: 14% | C: 7 | D: 4% | E: 5% | F: -1 | G: -1% | H: -5% | I: -10 | J: 13

O=C(Nc1cccc(-c2cn3cccnc3n2)c1)c1ccc(Br)o1
  A: -7% | B: -6% | C: 17 | D: -1% | E: 2% | F: 2 | G: 0% | H: 0% | I: 0 | J: -2

2 successive compounds already listed, quoted:
Short keys: A = MLL CXXC-DNA inh; B = BCR signal inh; C = KCNH2 WT inh; D = GALK inh; E = A-T KAP1 phos; F = Coupling enz; G = TCR act; H = Tb PFK inh; I = Giardia killer; J = TSHR antag
C=C(C)C(=O)OC1(C(F)(F)F)Oc2cc(C)ccc2NC1=O (stereo not drawn)
  A: 130%[activator] | B: u | C: 8 | D: 2% | E: 27% | F: 1 | G: -8% | H: -2% | I: 5 | J: -20

COC(=O)CC(NC(=O)C1CC1)c1ccc2c(c1)OCO2 (stereo not drawn)
  A: 14% | B: -4% | C: -7 | D: 0% | E: -4% | F: 3 | G: -1% | H: -1% | I: -9 | J: 29
